MBD2 DNA inh – inhibitors of MBD2 binding to methylated DNA, primary screen, biochemical, TR-FRET, DNA-binding domain, human. Methyl-CpG-binding domain protein 2 (Homo sapiens), Q9UBB5. MBD2 binding to methylated oligonucleotide. inhibition, % at 4.4 µM. 370,000 tested, 0.31% active. AID 686964, 2013; in the data active means inhibition above about 13%
UHRF1 MBD2 ctr – UHRF1 methylated DNA binding inhibitors, primary screen, counter-screen for MBD2 inhibitor project, biochemical, TR-FRET, human UHRF1, single concentration; E3 ubiquitin-protein ligase UHRF1 (Homo sapiens), Q96T88; AID 687016, 2013; UHRF1 binding to methylated oligo; inhibition, % at 4.4 µM; 370,000 tested, 0.75% active; in the data active means inhibition above about 21%;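 further: UHRF1 SRA domain binding a hemimethylated CpG hairpin DNA probe; 0% = median of test compound wells and 100% = reference inhibitor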
NPR1 activator – GC-A stimulated cGMP production enhancers – HEK293 GC-A cells, cGMP TR-FRET, EC30 ANP, primary screen. Atrial natriuretic peptide receptor 1 (Homo sapiens), P16066. 0% at EC30 ANP, 100% saturating ANP. activation, % at 10 µM. 370,000 tested, 0.14% active; in the data active means activation above about 40%
SIAE inh – human SIAE inhibitors, primary screen, biochemical, fluorescence polarization, FP-Rh probe, 1536-well HTS. SIAE FP-Rh probe binding. Sialate O-acetylesterase (Homo sapiens), Q9HAT2. 370,000 tested, 0.69% active. inhibition, % at 9.66 µM. AID 1053197, 2014;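 active means inhibition above a cutoff: mean of compounds within the control limits plus 3 SD of those, cut at about 17% in these data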;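 further: 0% = plate median of compound wells and 100% = probe without SIAE protein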
Target sequence (Q9HAT2 whole entry, looked up): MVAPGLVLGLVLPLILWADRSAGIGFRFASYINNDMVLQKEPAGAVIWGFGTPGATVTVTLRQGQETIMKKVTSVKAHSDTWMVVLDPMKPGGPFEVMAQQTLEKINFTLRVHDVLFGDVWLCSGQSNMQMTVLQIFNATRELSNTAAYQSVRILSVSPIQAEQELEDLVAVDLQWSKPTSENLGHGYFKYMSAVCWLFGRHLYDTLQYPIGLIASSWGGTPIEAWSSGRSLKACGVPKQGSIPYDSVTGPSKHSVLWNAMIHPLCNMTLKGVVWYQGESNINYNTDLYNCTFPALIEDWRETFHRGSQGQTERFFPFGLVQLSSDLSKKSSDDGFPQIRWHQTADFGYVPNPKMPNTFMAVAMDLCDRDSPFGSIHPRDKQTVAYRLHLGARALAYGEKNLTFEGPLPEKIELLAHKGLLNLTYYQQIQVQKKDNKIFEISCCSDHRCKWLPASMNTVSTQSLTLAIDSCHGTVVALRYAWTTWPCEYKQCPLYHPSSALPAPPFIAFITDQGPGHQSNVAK
NPR2 activator – human GC-B receptor activators, primary screen, HEK293 GC-B cells, cGMP TR-FRET, EC30 CNP; Atrial natriuretic peptide receptor 2 (Homo sapiens), P20594; 0% at EC30 CNP, 100% saturating CNP; activation, % at 10 µM; 370,000 tested, 0.11% active;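 active means activation at 10 µM reaching about 35% in either raw or pattern-adjusted values, limit read from the data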
HTRA1 inhibitor – HTRA1 serine protease inhibitors, primary screen, biochemical, fluorescence polarization, HTS; inhibition, % at 5.96 µM; AID 504803, 2011; recombinant HTRA1, FP-rhodamine activity-based probe; Q92743; 340,000 tested, 0.5% active; in the data active means inhibition above about 36%;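 further: 0% = enzyme with DMSO and 100% = wells lacking enzyme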
mABHD4 FP – ABHD4 inhibitors, primary screen, biochemical, fluorescence polarization, mouse; inhibition, % at 8.92 µM; (Lyso)-N-acylphosphatidylethanolamine lipase (Mus musculus), Q8VD66; purified mABHD4, FP-Rh probe fluorescence polarization; 370,000 tested, 0.54% active;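 active means inhibition exceeding the mean over every tested compound plus 3 SD, cut at about 30% in these data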;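 further: 0% = plate median of compound wells and 100% = S159A mutant with DMSO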
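Assay system: mouse ABHD4 enzyme, wild type / Also added: fluorescent activity-based probe FP-Rh / Doses: single nominal dose of 8.92 µM, 0.89% DMSO final / Timing: 45 min compound pre-incubation plus 60 min probe step, 25 °C / Signal: FP readout, ex 525 nm / em 598 nm / Control set: S159A mutant/DMSO as 100%, compound-well median as 0%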
TCR CD3 inh – inhibitors of human TCR-CD3 interaction, primary screen, biochemical, fluorescence, TAMRA-labeled TCR probe | inhibition, % at 9.4 µM | 360,000 tested, 0.37% active | AID 651800, 2012; in the data active means inhibition above about 19%;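 further: recombinant mutant TCR 2C K166C tagged with TAMRA read by polarization; 0% = receptor in buffer alone and 100% = receptor with positive control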
rCAG RNA binder – binders of r(CAG) RNA repeats, primary screen, biochemical, fluorescence; r(CAG) RNA repeat, TO-PRO-1 dye displacement fluorescence; AID 651821, 2012; 370,000 tested, 1.3% active; inhibition, % at 3 µM;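 active means inhibition above the plate cutoff, the mean of all test compounds on that plate plus 3 SD, cut at about 35% in these data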;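 further: 0% = DMSO alone and 100% = 100 µM mitoxantrone as full dye displacement; higher means more dye released from RNA so lower well fluorescence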
PRMT1 FP inh – PRMT1 methyltransferase inhibitors, primary screen, biochemical, fluorescence polarization. recombinant PRMT1, activity-based probe fluorescence polarization. Protein arginine N-methyltransferase 1 (Homo sapiens), Q99873. 370,000 tested, 1.3% active. AID 652257, 2013. inhibition, % at 2.79 µM;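 active means inhibition above about 21% made by adding two undisclosed values, limit read from the data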
Target sequence (Q99873 whole entry, looked up): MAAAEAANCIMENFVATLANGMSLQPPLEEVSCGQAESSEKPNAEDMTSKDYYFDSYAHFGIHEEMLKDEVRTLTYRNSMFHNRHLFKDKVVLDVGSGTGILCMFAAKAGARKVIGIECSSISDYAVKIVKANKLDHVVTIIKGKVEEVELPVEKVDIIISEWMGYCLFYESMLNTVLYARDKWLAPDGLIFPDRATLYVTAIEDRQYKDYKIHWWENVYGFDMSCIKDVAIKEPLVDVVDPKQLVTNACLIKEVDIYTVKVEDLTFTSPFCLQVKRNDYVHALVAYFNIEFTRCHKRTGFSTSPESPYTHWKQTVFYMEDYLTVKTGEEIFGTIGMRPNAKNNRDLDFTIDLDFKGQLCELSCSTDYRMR
* = called active by the depositor; nt = no result given. This is a subset (hit frequency here may not be typical).

smiles,TCR CD3 inh,mABHD4 FP,NPR2 activator,NPR1 activator,rCAG RNA binder,UHRF1 MBD2 ctr,PRMT1 FP inh,SIAE inh,MBD2 DNA inh,HTRA1 inhibitor
COc1cc(C(=O)NNC(=O)C2CC2)cc(OC)c1OC,-1,3,-7,2,0,2,2,-3,4,2
O=C(CSc1nc2ccc(Nc3nc(N4CCOCC4)nc(N4CCOCC4)n3)cc2s1)N1CCOCC1,-3,3,7,1,-3,3,2,2,4,-1
O=C(COC(=O)/C=C/c1ccccc1)NC(=O)NCc1ccccc1,-5,0,-1,-2,0,-2,-1,-2,-3,-1
CCCCOP(=O)(c1ccc(N(C)C)cc1)C(O)c1ccc(N(C)C)cc1 (stereo not given),0,5,-3,3,-4,0,1,7,0,0
COc1ccc(C(=O)NCC(=O)N2CCN(c3ccccc3)CC2)cc1,0,-4,-2,1,-2,2,-1,0,-8,7
COc1ccc(-n2c(C)nc3cc(C(=O)NCCN4CCOCC4)ccc32)cc1,-1,6,6,1,-6,3,0,0,3,-4
CN(C)c1ccc(N(C)C)c(C(O)(c2ccccc2)c2ccccc2)c1,-1,-3,-18,-21,0,-3,-5,12,-2,nt
O=C(/C=C/c1ccccc1Cl)NCCc1ccc(F)cc1,1,3,4,1,0,0,0,-2,2,-8
CCCNC(=O)N1CC[C@H]2[C@@H]1c1cc(-c3ccc(F)cc3)ccc1N(C)[C@H]2CO,nt,3,6,1,6,-2,0,5,-3,nt
CCOC(=O)N1CCN(c2c(N3CCc4ccccc43)c(=O)c2=O)CC1,-1,3,-3,-1,1,-2,2,6,0,-3
CCCNCC(=O)Nc1cccc(S(=O)(=O)NC2=NCCCCC2)c1,-7,17,4,2,-1,-1,0,2,0,8
Cc1sc2nc(SCCN(C)C)n(-c3ccccc3)c(=O)c2c1-c1ccc(F)cc1,2,4,-14,-31,3,1,-1,-8,-1,-3
CN(CC(=O)Nc1cc(S(=O)(=O)N2CCCC2)ccc1Cl)Cc1nc2ccccc2c(=O)[nH]1,0,1,5,-2,4,1,0,-11,3,-7
COc1ccc(OC)c(C(O)c2nc3ccccc3n2C)c1 (stereo not given),0,3,-1,-5,-5,1,6,-14,-2,3
COC(=O)N[C@H]1CC=C[C@@H]1Cc1cccc(Oc2ccccc2)c1,0,-1,0,5,1,-3,-5,-2,-6,nt
COc1ccccc1CN1C(=O)c2ccccc2C1C(=O)NC1CCC(C)CC1 (stereo not given),4,-5,-2,-4,-1,-4,-1,8,-3,-14
O=C1CC(N2CCSCC2)C(=O)N1c1cccc(Cl)c1 (stereo not given),-14,2,1,1,-2,-1,14,-4,-4,-5
CCCC(=O)n1nc(-c2ccc(OC)cc2)nc1N,-5,0,-1,2,-1,-1,-6,3,3,0
Cn1nc(C(=O)NNC(=O)c2ccc(Cl)c(S(N)(=O)=O)c2)c2ccccc2c1=O,7,-6,-1,-2,1,-1,-1,0,6,7
COC(=O)[C@]12CCCCC=C1N(Cc1ccc(OC)cc1)C(=O)[C@@H]2CC(=O)NCc1cccc(C(F)(F)F)c1,nt,-12,3,0,-1,-2,-10,-2,-4,nt
COc1ccc(CNC(=O)c2c(C)cc(=O)oc2C)cc1OC,5,9,0,4,6,4,0,6,-3,-1
CC(C)(C)c1ccc2c(c1)N(CC(=O)N1CCCC1)C(=O)CO2,4,-2,7,2,-6,1,1,3,0,10
C/C(N)=C(\C#N)C(=O)NCc1ccccn1,2,6,1,3,0,1,-1,3,-5,-4
S=C(NCCc1ccccc1)Nc1c(Cl)cccc1Cl,-8,-1,-2,3,-3,5,11,1,1,-1
COc1ccc(C(=O)c2cc([N+](=O)[O-])ccc2N2CCOCC2)cc1,-4,3,-3,-7,-2,-1,-2,11,3,-3
Cc1c(S(=O)(=O)Nc2cccc(Cl)c2)c(=O)n(C)c(=O)n1C,-1,-8,1,-1,-1,-2,-5,13,0,4
O=[N+]([O-])c1cnccc1Nc1cccc(F)c1,-1,1,-1,5,0,19,2,10,9,0
CCCCn1c(N)c(N(CCOC)C(=O)CCCc2nc3ccccc3c(=O)[nH]2)c(=O)[nH]c1=O,-2,5,-1,3,-3,-3,-2,7,2,-7
COc1ccc(C(=O)NCCCOC(C)C)cc1OC1CCN(C(C)=O)CC1,1,-5,2,-3,-6,-4,0,-4,-2,0
CCc1ccc(CNC(=O)c2ccc3c(c2)NC(=O)C(N2CCOCC2)S3)cc1 (stereo not given),0,1,0,4,-4,1,-1,-12,-1,-18
NS(=O)(=O)c1cccc(NC(=O)c2cc(=O)c3ccccc3o2)c1,8,-3,-3,-6,7,-4,-3,-11,3,-4
C[C@H](NC(=O)c1ccc(Br)cc1)C(=O)NCc1ccc(S(N)(=O)=O)cc1,0,-3,-1,-3,2,1,0,-3,-2,7
CCOC(=O)/C(N=Nc1cc(C(=O)O)cc(C(=O)O)c1)=C(\O)CCl,6,3,-4,5,-1,-3,0,22*,2,-1
Cc1cc(C(=O)CN2C(=O)NC3(CCCc4ccccc43)C2=O)c(C)n1C (stereo not given),-5,-5,1,1,6,3,2,1,8,0
CNC(=O)c1cc(C(=O)c2ccc(Cl)cc2)c(Br)[nH]1,-4,0,1,3,-2,-2,-2,-3,-2,-2
CN1CCN(S(=O)(=O)c2cccc(C(=O)N(c3ccccn3)C3CCCCC3)c2)CC1,1,1,8,5,-2,0,0,-1,0,5
O=C(COC(=O)c1nc(Cl)ccc1Cl)Nc1ccccc1OC(F)F,-1,-3,-2,0,2,0,0,2,3,2
CCCCn1c(N)c(N(CC(C)C)C(=O)c2ccc(C)o2)c(=O)[nH]c1=O,-6,-4,-1,0,2,3,5,2,1,-1
Cc1cc(C)n(CCCNC(=O)c2ccc3c(c2)NC(=O)CS3)n1,-1,6,-3,-2,-1,0,1,1,1,5
O=C(NCc1ccc(Cl)cc1)C(=O)c1cn(CC(=O)N2CCOCC2)c2ccccc12,-3,-4,-1,-1,0,0,1,-3,3,0
Cc1cc(=O)oc(C)c1C(=O)Nc1ccc(N(C)C)cc1,3,2,0,-4,-1,0,-6,5,-4,0
COc1cccc(-c2nnc(-c3ccccc3NC(=O)c3ccc(C(C)(C)C)cc3)o2)c1,7,5,1,1,1,0,-4,8,-2,nt
CCCCCCCCCCCCCCCC[N+](C)(C)CCl,11,50*,9,-20,7,-1,1,-3,-9,65*
COc1ccc(CN2CCNC(=O)C2CC(=O)O)cc1OC (stereo not given),-5,0,2,4,1,-3,1,11,-2,6
O=C(NCCO)C(c1ccccc1)c1ccccc1,-4,3,2,1,3,-3,0,-1,-5,-4
COc1cc(C(=O)NCCc2ccc3c(c2)OCO3)cc(OC)c1OC,-1,-2,0,-3,-2,-2,-9,-3,7,4
COC(=O)/C=C/c1oc2ccccc2c1C,-7,1,2,0,-1,1,4,-2,0,2
CCCNC(=S)N1CCC(NC(=O)c2cccc(C)c2)CC1,-1,4,1,-4,-2,3,3,2,-2,-8
CC1(C)CC2CC(C)(CN2C(=O)c2cc(-c3ccccc3O)on2)C1 (stereo not given),-13,-16,-9,6,1,3,1,-9,7,0
COC(=O)c1cccc(Cn2nc(C)c([N+](=O)[O-])c2C)c1,-5,3,3,1,0,2,4,2,0,2

SIAE inh, hit marks shown above.
molecule | TCR CD3 inh | mABHD4 FP | NPR2 activator | NPR1 activator | PRMT1 FP inh | SIAE inh | MBD2 DNA inh | HTRA1 inhibitor
CCOC(=O)/C(N=Nc1cc(C(=O)O)cc(C(=O)O)c1)=C(\O)CCl | 6 | 3 | -4 | 5 | 0 | 22* | 2 | -1

(listing goes on)
smiles,TCR CD3 inh,mABHD4 FP,NPR2 activator,NPR1 activator,rCAG RNA binder,UHRF1 MBD2 ctr,PRMT1 FP inh,SIAE inh,MBD2 DNA inh,HTRA1 inhibitor
COc1ccc(CN(CC(=O)NCc2ccccc2)C(=O)CCC(=O)Nc2nccs2)cc1,4,0,5,1,1,-2,-2,4,-1,5
Cc1ccnc(NC(=O)c2cccc(S(=O)(=O)NCc3ccccc3)c2)c1,3,-8,1,-4,0,1,-10,21*,6,-20
O=[N+]([O-])c1ccc(N(CC2CO2)S(=O)(=O)c2ccccc2)cc1 (stereo not given),-3,0,4,-2,3,2,5,2,1,-6
CC1=CC(c2ccccc2)n2nc(N)nc2N1 (stereo not given),1,-9,2,-1,11,2,4,-1,6,7
CCc1ccc(OCC(=O)N(C)C)c(Br)c1,2,-1,1,4,-1,1,-4,0,0,6
O=C(Nc1ccccc1)N1CCN(Cc2ccccc2)CC1,1,2,3,2,-1,-1,-4,7,-1,2
COCCn1c(SCC(=O)Nc2ccc(F)cc2)nc2c(c1=O)SCC2,4,3,2,3,4,0,-3,2,2,4
COc1ccccc1NS(=O)(=O)c1ccc(N/N=C/c2ccccc2OCC(=O)O)c([N+](=O)[O-])c1,-4,60*,-3,0,92*,-3,6,-6,-6,25
COC(=O)c1ccc2c(=O)[nH]c(CSc3nnc(C(F)(F)F)n3C)nc2c1,-2,0,1,0,1,-2,1,4,-7,-3
CCc1c(C)nc2ncnn2c1Nc1ccc(C#N)c(Cl)c1,-2,-2,9,1,6,3,1,3,-1,-4
Nc1nnnn1CC(=O)N/N=C/c1ccc(-c2cccc(Cl)c2)o1,2,-3,0,0,14,0,0,-32,0,-18
Cc1ccc(N2CC(O)(c3cccs3)[N+]3=C2CCCC3)cc1 (stereo not given),-4,0,-8,-5,0,2,2,1,-3,2
Cc1ccccc1-c1n[nH]c(=S)n1C,1,8,2,-1,-1,2,-2,2,5,4
CCOC(=O)C1(Cc2ccccc2)CCN(Cc2ccnc3ccccc23)CC1,nt,-6,-1,-5,-1,2,6,2,-3,nt
NC(=O)c1cccc(N=Cc2cc(Cl)cc(Cl)c2O)c1,6,6,1,8,1,-2,0,11,-2,-2
O=C(O)COc1ccc2c(c1)O/C(=C\c1cccs1)C2=O,0,-3,-8,-5,4,-2,3,-2,-2,-3
COc1ccc(-n2nc(C(=O)NCC(=O)NCc3ccc(F)cc3)c3ccccc3c2=O)cc1,5,2,-4,-4,2,2,-2,-3,-5,-3
O=S(=O)(c1ccc(S(=O)(=O)N2CCC(O)CC2)cc1)N1CCCC1,3,-2,0,4,0,6,-3,2,7,9
O=C1CC(NCC2CCCO2)C(=O)N1c1ccc(F)cc1 (stereo not given),4,4,2,2,-2,18,10,0,-5,4
COc1ccc(NC(=O)C2CCCC2)cc1,-1,6,1,-2,-1,-1,0,-5,0,1

High-throughput results from PubChem BioAssay.
